# NPC1 promoter act – qHTS Assay for NPC1 Promoter Activators; 2.4% of 320,000 active; AID 485313, 2010; Potency, µM (highest dose often 9.22 µM), inactives show at the highest dose activation, actives largely listed as activators; Huh7 NPC1 promoter luciferase reporter, 24 h;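 further: % of control where 0% means no effect; nearly all actives have a fitted effect of over 60% in size; reporter is driven by a mutant NPC1 promoter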
#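 In 1536-well qHTS, Huh7 cells harboring an NPC1 promoter–luciferase construct received compound for 24 h; activation was quantified by luminescence following luciferase reagent addition.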
# Rab9 prom act – qHTS Assay for Rab9 Promoter Activators | Huh7 Rab9 promoter-luciferase reporter, luminescence, 24 h | Potency, µM (doses to about 9.22 µM), without a hit: at the top dose activation, negative = inhibition, hits mostly activators | 2.8% of 320,000 active; further: % of control where 0% means no effect; nearly all actives have a fitted effect of over 60% in size
#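 Promoter activation is measured as luciferase luminescence in Huh7 cells stably transfected with a Rab9 promoter–luciferase construct, following 24 h compound exposure at 37 °C and 10 min reagent incubation at ambient temperature.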
# BRCA1 expr up – qHTS Assay to Identify Small Molecule Activators of BRCA1 Expression; MCF7-BRCA1-FFLuc reporter, luminescence, 48 h; response scale: scaled: vehicle 0%, 10 µM genistein 100%; Potency, µM (series often up to 46.1 µM), for the others: at the highest dose activation, most hits filed as activators; AID 624202, 2012; 1.1% of 380,000 active; further: nearly all actives have a fitted effect of over 80% in size; some results filed as inactive show a strong effect at the top dose
#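 MCF7-BRCA1-FFLuc, 2000 cells/well; 2 h attach, 37 °C/5% CO2; compound 48 h; luciferase substrate 15 min; luminescence end-point. Norm. to genistein 10 microM max activation and DMSO; concentration-response curves fitted.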
# Gal4-VP16 FLuc – VP16 counterscreen qHTS for inhibitors of ROR gamma transcriptional activity; Potency, µM (titrated, usually from 53.6 µM), without a hit: at the highest dose activity, negative = inhibition, usual class: inhibitors; 3.5% of 310,000 active; Drosophila S2 Gal4-VP16 UAS-luciferase, luminescence, 20 h;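 further: Gal4-VP16 expression switched on by copper sulfate through the metallothionein promoter; on the % scale 0 is the no-effect control and ±100 the full control effect; nearly all actives have a fitted effect of over 50% in size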
# p53 reactivation – qHTS assay for re-activators of p53 using a Luc reporter; AID 504706, 2011; H1299 p53-A138V BP100-luciferase reporter, luminescence, 24 h; Potency, µM (doses to about 92.2 µM), without a hit: top-dose activity change, positive = activation, most hits filed as activators; 0.063% of 320,000 active; further: % of control where 0% means no effect; nearly all actives have a fitted effect of over 45% in size
#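 p53-null H1299 cells stably carrying temperature-sensitive p53-A138V and a BP100-luciferase reporter were pinned with compounds (4-point, 1:5 series) and held 24 hrs at 37 deg C. Luminescence was read 10 min after detection reagent.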
# MBNL1-CUG inh – qHTS Assay for Inhibitors of MBNL1-poly(CUG) RNA binding; TR-FRET MBNL1-His/biotin-(CUG)12 binding, 665/545 ratio; Potency, µM (top dose mostly 57.5 µM), for inactives: at the highest dose activity change, negative = inhibition, most hits filed as inhibitors; AID 2675, 2010; 0.036% of 280,000 active; active means well fitted inhibition curve with a large enough effect in the signal ratio, with a control signal flat, not every such curve was filed as active; inconclusive means small, poorly fitted or top-dose-only effect, or effect the other way, or a change in a side signal; inactive means no such curve, though single readings can be large or run the other way; the % refers to the signal ratio; further: on the % scale 0 is the no-effect control and ±100 the full control effect
# Target sequence (Q9NR56 whole entry, looked up): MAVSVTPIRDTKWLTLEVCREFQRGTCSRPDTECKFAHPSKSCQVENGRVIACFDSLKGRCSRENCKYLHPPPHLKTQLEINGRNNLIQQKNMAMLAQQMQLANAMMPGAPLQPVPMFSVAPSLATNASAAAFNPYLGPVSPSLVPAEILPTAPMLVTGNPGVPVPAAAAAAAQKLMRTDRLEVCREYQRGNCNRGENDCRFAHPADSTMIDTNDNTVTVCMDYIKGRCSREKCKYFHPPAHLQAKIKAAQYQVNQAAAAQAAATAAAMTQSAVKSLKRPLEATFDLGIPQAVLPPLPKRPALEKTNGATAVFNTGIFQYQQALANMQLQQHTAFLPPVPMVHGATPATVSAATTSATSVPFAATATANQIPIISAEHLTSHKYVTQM
#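 TR-FRET readout: Ex 340 nm, 665/545 nm emission ratio, normalized to buffer-only (basal) and MBNL1-(CUG)12 controls. Complex of MBNL1-His with Biotin-(CUG)12, compounds 92 nM–58 uM, incubated 60 min at room temperature.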
# ELG1 genotox – qHTS screen for small molecules that induce genotoxicity in human embryonic kidney (HEK293T) cells expressing luciferase-tagged ELG1; HEK293T ELG1-luciferase reporter, luminescence, 16 h; Potency, µM (doses to about 46 µM), without a hit: at the top dose activity change, positive = activation, actives largely listed as activators; 1.3% of 330,000 active; AID 504466, 2011; further: % of control where 0% means no effect; nearly all actives have a fitted effect of over 60% in size
#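 Luminescence read-out: rising ELG1-luciferase signal, reflecting elevated ELG1 protein under genetic stress, flags genotoxic compounds. Cells were treated for 16 hr at 37 °C before ONE-Glo detection.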
# RORgamma inh – qHTS for inhibitors of ROR gamma transcriptional activity | 5.4% of 310,000 active | Nuclear receptor ROR-gamma (Mus musculus), P51450 | Drosophila S2 Gal4-RORgamma UAS-luciferase reporter, 20 h | Potency, µM (top dose mostly 53.6 µM), for the others: at the top dose activity change, negative = inhibition, actives largely listed as inhibitors; further: on the % scale 0 is the no-effect control and ±100 the full control effect; nearly all actives have a fitted effect of over 60% in size
#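 Luciferase reporter read in Schneider cells carrying Gal4-RORγ (mouse) and UAS-Photinus luciferase; cells given compound 1 h before 700 uM copper sulfate induction, then incubated 20 h at ambient temperature.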
# FLuc modulator – qHTS profiling assay for firefly luciferase inhibitor/activator using purifed enzyme and Km concentrations of substrates (counterscreen for miR-21 project); purified FLuc, Km substrates, luminescence inhibition; Potency, µM (series often up to 57.5 µM), inactives show at the highest dose activity change, negative = inhibition, hits mostly inhibitors; Luciferin 4-monooxygenase (Photinus pyralis), P08659; AID 588342, 2011; 6.9% of 360,000 active;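 further: plate controls were vehicle for no effect and reference inhibitor for full effect; nearly all actives have a fitted effect of over 55% in size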
# Target sequence (P08659 whole entry, looked up): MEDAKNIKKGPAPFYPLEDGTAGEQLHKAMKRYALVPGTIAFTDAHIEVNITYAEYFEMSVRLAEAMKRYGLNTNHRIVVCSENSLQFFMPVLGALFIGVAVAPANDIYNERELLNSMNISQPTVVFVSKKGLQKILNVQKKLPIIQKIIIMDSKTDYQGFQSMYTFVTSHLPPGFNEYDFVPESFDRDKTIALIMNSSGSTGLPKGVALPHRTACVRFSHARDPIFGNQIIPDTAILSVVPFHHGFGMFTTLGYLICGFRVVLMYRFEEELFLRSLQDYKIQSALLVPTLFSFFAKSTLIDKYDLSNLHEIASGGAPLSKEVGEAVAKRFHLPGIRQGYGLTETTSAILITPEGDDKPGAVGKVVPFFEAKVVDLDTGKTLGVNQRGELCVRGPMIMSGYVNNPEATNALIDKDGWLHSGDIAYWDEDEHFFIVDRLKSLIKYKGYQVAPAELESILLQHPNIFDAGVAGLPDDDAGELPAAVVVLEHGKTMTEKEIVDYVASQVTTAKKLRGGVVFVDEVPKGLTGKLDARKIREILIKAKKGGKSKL
#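 Biochemical qHTS of compounds, final roughly 60 µM downward over six points, against 10 nM purified firefly luciferase using Km concentrations of substrates (10 uM D-luciferin, 10 uM ATP) in Tris acetate pH 7.5 buffer; luminescence output.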
# uPA generation – qHTS for Inhibitors of Cell Surface uPA Generation; cell surface uPA generation assay, qHTS; Potency, µM (series often up to 38.3 µM), for inactives: top-dose activity change, negative = inhibition, actives largely listed as inhibitors; 0.31% of 330,000 active; AID 540303, 2011; active means well fitted inhibition curve with a large enough effect; inconclusive means small, poorly fitted or top-dose-only effect; inactive means no such curve, though single readings can be large or run the other way; tested in mouse RAW 264.7 cells; further: on the % scale 0 is the no-effect control and ±100 the full control effect; nearly all actives have a fitted effect of over 55% in size
# * marks the source's active call; other numbers are inactive results; u = inconclusive; x = no result given; & = joins results of further samples; [ ] = dose if it differs, or a comment. Unless noted, the call rests on the fitted dose curve; in most records, active means well fitted curve in the direction sought with a large enough effect; inconclusive means small, poorly fitted or top-dose-only effect, or another doubt; inactive means no such curve, though single readings can be large; an effect the other way counts as inactive or inconclusive. Potency means the concentration at half of the fitted maximal effect.
(1) COCCNC(=O)CN1CCCCCC1
(2) C#CCOCCOCCOCCNc1nc(N2CCN(C(=O)[C@H](CCC(=O)O)n3cc(C(N)Cc4ccc(O)cc4)nn3)CC2)nc(N2CCN(C(=O)[C@H](Cc3cc4ccccc4[nH]3)n3cc(C(N)CC(C)C)nn3)CC2)n1 (stereo not given in full)
(3) CC1(C)CC(=O)CC(=NCC(=O)O)C1
(4) COc1ccc(CNS(=O)(=O)c2ccc(F)c(C(=O)Nc3ccc(OC)cc3)c2)cc1
(5) CN(C)CCCN(C(=O)C1COc2ccccc2O1)c1nc2cc3c(cc2s1)OCO3 (stereo not given)
(6) CCCCCCc1cc2cc(-c3nnc(-c4cc(OC)c(OC)c(OC)c4)o3)c(=O)oc2cc1O
screen / no. | 1 | 2 | 3 | 4 | 5 | 6
NPC1 promoter act | 5% | -5% | -1% | -6% | -5% | 1%
Rab9 prom act | 0% | 2% | 4% | -6% | -1% | 2%
BRCA1 expr up | -8% | x | 0% | -10% | 6% | -7%
Gal4-VP16 FLuc | 2% | 4% | 0% | -5% | -12% | 9%
p53 reactivation | 0% | 1% | 8% | -1% | 13% | 3%
MBNL1-CUG inh | -7% | -10% | 1% | 11% | -9% | -10%
ELG1 genotox | -2% | 4% | 3% | -3% | 3% | -8%
RORgamma inh | -1% | -6% | -14% | 17% | 11% | 43%
FLuc modulator | -16% | 0% | -1%[2.3 µM] | 2% | 0% | -15%
uPA generation | 0% | x | 8% | -1% | 2% | 6%

(7) O=C(NCC(c1cccnc1)N1CCN(c2ccc(F)cc2)CC1)C1CCCCC1 (stereo not given)
(8) Cc1oc(C(=O)O)cc1COc1cccc2ccccc12
(9) C/C(=C\c1ccco1)C1C(C#N)=C(N)Oc2n[nH]c(-c3ccc(C)cc3)c21 (stereo not given)
(10) COc1cc(/C=N/Nc2ccccc2[N+](=O)[O-])cc(OC)c1O
(11) COc1cccc(C(=O)NCCNC(=O)c2cnccn2)c1
(12) CN(CC(=O)Nc1ccccc1Br)C(=O)CN1CCN(c2ccccc2Cl)CC1
screen / no. | 7 | 8 | 9 | 10 | 11 | 12
NPC1 promoter act | -1% | 2% | -2% | 2% | 0% | -8%
Rab9 prom act | 7% | 4% | -5% | 1% | 0% | -4%
BRCA1 expr up | -8% | -1% | -9% | -27% | 1% | -12%
Gal4-VP16 FLuc | -9% | 1% | -13% | 1% | -3% | x
p53 reactivation | -7% | -3% | -11% | 0% | 4% | -7%
MBNL1-CUG inh | 8% | 6% | -5% | u | -1% | x
ELG1 genotox | -7% | 4% | -3% | u | 0% | 0%
RORgamma inh | 30% | 0% | 27% | 29% | u | x
FLuc modulator | -1% | -17% | 5% | u | -1% | -3%
uPA generation | -4% | -4% | -26% | 2% | -1% | -11%

(13) CCC(C)NS(=O)(=O)c1ccc(NC(=O)C2CCN(C(=O)c3ccco3)CC2)cc1 (stereo not given)
(14) Cc1ccccc1Nc1n[nH]c(C)c1[N+](=O)[O-]
(15) CCCCN1C(=O)C(=O)N(CC(=O)Nc2ccccc2C(=O)OCC)C1=O
(16) CCOC(=O)C1(CCCc2ccccc2)CCN(C(=O)c2ccoc2)CC1
(17) Cc1cccc(OCC(=O)Nc2ccccc2-c2ccccc2)c1
(18) Cc1cccc(NC(=O)/C(C#N)=C/c2cn(CC(=O)NCc3ccco3)c3ccccc23)c1
screen / no. | 13 | 14 | 15 | 16 | 17 | 18
NPC1 promoter act | 2% | 8% | -1% | 0% | 1% | -6%
Rab9 prom act | 1% | 6% | 5% | 0% | 1% | -7%
BRCA1 expr up | -10% | -5% | -25% | 5% | -5% | 45%
Gal4-VP16 FLuc | 5% | 4% | -1% | -19% | -9% | -9%
p53 reactivation | 4% | 8% | -9% | 1% | 3% | -1%
MBNL1-CUG inh | -1% | x | 0% | 12% | x | 1%
ELG1 genotox | -8% | 2% | -1% | -6% | -6% | u
RORgamma inh | 26% | 0% | u | 32% | 7% | 1%
FLuc modulator | 3% | -4% | 9% | 0% | 3% | 3%
uPA generation | 2% | 4% | -4% | -4% | 4% | -2%

(19) CCNC(=O)NC(=O)C(C)OC(=O)C(C)(C)Oc1ccc(Cl)cc1 (stereo not given)
(20) O=C(CCc1nc2ccccc2c(=O)[nH]1)NNC(=O)COc1cccc(F)c1
(21) CC(=O)N(C)C1=C(N2CCOCC2)C(=O)c2ccccc2C1=O
(22) Cc1cc(=O)oc2cc(OCC(=O)N3CCN(c4ccccc4)CC3)c(Cl)cc12
(23) CCOC(=O)c1c(NC(=O)C(=O)N/N=C(\C)c2ccc(OC)cc2)sc2c1CCCCC2
(24) O=C(CSc1nc2ccccc2c(=O)n1Cc1ccco1)NCCN1C(=O)CSC1=O
screen / no. | 19 | 20 | 21 | 22 | 23 | 24
NPC1 promoter act | -2% | -3% | -36%[inhibitor] | -1% | 0% | -1%
Rab9 prom act | 7% | -3% | -26% | 2% | 0% | -1%
BRCA1 expr up | 0% | -6% | -94% | -1% | -12% | -3%
Gal4-VP16 FLuc | -15% | x | u | u | u | 4%
p53 reactivation | 4% | 11% | -40%[inhibitor] | 6% | -4% | 1%
MBNL1-CUG inh | x | x | u | 6% | x | x
ELG1 genotox | -2% | 1% | -4% | 0% | 0% | -2%
RORgamma inh | -3% | x | 8.9µM* | -19% | -29% | 28%
FLuc modulator | 1% | 3% | -12% | 19µM* | 7% | 2%
uPA generation | 3% | 9% | x | 3% | 2% | 0%

(25) CC(=O)OCC1=C(C(=O)O)N2C(=O)C(NC(=O)c3ccc(COc4cccc(Cl)c4Cl)o3)C2SC1 (stereo not given)
(26) Cc1cc2cc(CN(Cc3ccc4c(c3)OCO4)Cc3nnnn3C3CCCC3)c(=O)[nH]c2cc1C
(27) CC[C@]12c3[nH]c4cc(-c5ccco5)ccc4c3CCN1C(=O)[C@@H](CC(=O)NCCCn1ccnc1)C[C@@H]2C(=O)N1CCN(C(=O)c2ccco2)CC1
(28) CCOc1ccc(CNc2ccc(N3CCN(Cc4ccccc4)CC3)cc2)cc1
(29) COc1ccc(C(CCN2CCCC(C)C2)c2c(OC)cc(OC)c3c(-c4ccccc4)cc(=O)oc23)cc1 (stereo not given)
(30) O=C(NC1CCCCC1)C1CC(=O)N(c2cccc([N+](=O)[O-])c2)C1 (stereo not given)
screen / no. | 25 | 26 | 27 | 28 | 29 | 30
NPC1 promoter act | 0% | -1% | x | -4% | -4% | -8%
Rab9 prom act | -5% | 4% | x | -8% | -2% | 1%
BRCA1 expr up | -3% | -33% | 7% | -16% | 0% | 2%
Gal4-VP16 FLuc | -3% | -12% | x | -3% | -24%&-24% | 12%
p53 reactivation | 0% | -1% | 9% | -21% | -4% | 4%
MBNL1-CUG inh | -5% | -1% | x | -2% | 16% | 22%
ELG1 genotox | 10% | -9% | 7% | -4% | 4% | -5%
RORgamma inh | 15% | 38% | x | u | u | -2%
FLuc modulator | u | 2% | x | -1% | -1% | -1%
uPA generation | 1% | 2% | 5% | -5% | u | -6%

(31) COc1c(O)cc(O)c2c(=O)cc(-c3ccccc3)oc12
(32) N#C/C(=C\c1cccnc1)C(=O)Nc1cccc(Cl)c1
(33) Cc1noc(C)c1CSCC(=O)N(C)CC(=O)Nc1cccc(F)c1
(34) COc1ccccc1Nc1nc(NCC2CCCO2)c2ccccc2n1 (stereo not given)
(35) CCCCn1c(SCC(=O)OCC)nc2c(sc(=S)n2-c2ccccc2OC)c1=O
screen / no. | 31 | 32 | 33 | 34 | 35
NPC1 promoter act | x | -1% | -4% | -2% | -2%
Rab9 prom act | x | -4% | 1% | -2% | -11%
BRCA1 expr up | u | -3% | -9% | -15% | -18%
Gal4-VP16 FLuc | x | -14% | -9% | -17% | 1%
p53 reactivation | u | -2% | -5% | -4% | 0%
MBNL1-CUG inh | x | -1% | 0% | 6% | 2%
ELG1 genotox | 12% | -2% | -5% | -2% | 0%
RORgamma inh | x | -6% | -1% | 35% | -16%
FLuc modulator | x | -16% | 3% | 0% | 0%
uPA generation | 4% | -2% | 8% | -1% | 5%

# Copied from above: nos. 7–10
(7) O=C(NCC(c1cccnc1)N1CCN(c2ccc(F)cc2)CC1)C1CCCCC1 (stereo not given)
(8) Cc1oc(C(=O)O)cc1COc1cccc2ccccc12
(9) C/C(=C\c1ccco1)C1C(C#N)=C(N)Oc2n[nH]c(-c3ccc(C)cc3)c21 (stereo not given)
(10) COc1cc(/C=N/Nc2ccccc2[N+](=O)[O-])cc(OC)c1O
screen / no. | 7 | 8 | 9 | 10
NPC1 promoter act | -1% | 2% | -2% | 2%
Rab9 prom act | 7% | 4% | -5% | 1%
BRCA1 expr up | -8% | -1% | -9% | -27%
Gal4-VP16 FLuc | -9% | 1% | -13% | 1%
p53 reactivation | -7% | -3% | -11% | 0%
MBNL1-CUG inh | 8% | 6% | -5% | u
ELG1 genotox | -7% | 4% | -3% | u
RORgamma inh | 30% | 0% | 27% | 29%
FLuc modulator | -1% | -17% | 5% | u
uPA generation | -4% | -4% | -26% | 2%
